CCT chaperon mod: modulators of cytosolic chaperonin (CCT/TRiC) activity; purified chaperonin ATPase assay, HTRF ADP detection, 30 min; activity change, % (concentration not given with the values), hits read low; 0.3% of 360,000 active; AID 651819; in the data active = activity change below about -30%; note: % is set by controls: 0 for no effect and ±100 for the full control effect
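TRiC (40 or 20 nM final, by batch activity) in 30 mM Tris pH 7.4, 100 mM KCl, 5 mM MgCl2, 1 mM DTT was treated with compound at 76 uM single dose, then 10 uM ATP, 30 min at 37 °C. ADP was read by HTRF Transcreener.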
PI5P4Ka inh: PI5P4K alpha (human) kinase inhibition | max response, % | P48426 | AID 652105 | PI5P4Kalpha enzyme, ADP-Glo luminescence, 60 min; hits give low values | 1.2% of 330,000 active; active = max response of -50% or lower; inconclusive = between -30% and -50%; inactive = -30% or higher; note: value at the top dose of about 77 µM; % is set by controls: 0 for no effect and ±100 for the full control effect
Target sequence (P48426 whole entry, looked up): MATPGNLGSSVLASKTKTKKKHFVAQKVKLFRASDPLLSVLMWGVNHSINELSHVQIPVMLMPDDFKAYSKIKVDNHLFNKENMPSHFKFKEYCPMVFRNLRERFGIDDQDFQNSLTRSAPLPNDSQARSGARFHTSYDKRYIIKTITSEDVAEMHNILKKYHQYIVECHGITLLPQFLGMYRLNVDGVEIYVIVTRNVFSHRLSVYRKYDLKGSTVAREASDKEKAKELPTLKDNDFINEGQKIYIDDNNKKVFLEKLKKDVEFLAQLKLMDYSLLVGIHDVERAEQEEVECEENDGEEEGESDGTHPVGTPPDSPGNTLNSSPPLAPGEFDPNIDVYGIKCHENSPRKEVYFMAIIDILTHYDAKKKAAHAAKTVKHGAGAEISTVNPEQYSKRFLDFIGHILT
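ADP-Glo luminescence end-point read after a 60 min room-temperature kinase reaction of PI5P4Kalpha plus substrate, initiated with ATP at 5 microM final. Buffer: 0.038 M HEPES pH 7.4, EGTA, 0.1% CHAPS, 5% DMSO.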
EPAC2 antagonist: EPAC2 (human) antagonism; Q8WZA2; EPAC2 GEF exchange of Rap1B-BODIPY-GDP, fluorescence; Potency, µM (highest dose often 114 µM), for the others: at the highest dose activity, negative = inhibition, actives largely listed as inhibitors; 0.18% of 360,000 active; AID 720708; note: potency is the fitted concentration of half-maximal effect; % is set by controls: 0 for no effect and ±100 for the full control effect; nearly all actives have a fitted effect of over 45% in size; many of its hits are not listed in these tables
PLK1 PBD block: PLK1 (human) polo-box domain binding inhibition; Plk1 PBD binding of FITC phosphopeptide, fluorescence polarization; Potency, µM, without a hit: max response, negative = inhibition, hits mostly inhibitors; 2.8% of 360,000 active; note: potency is the fitted concentration of half-maximal effect; series mostly up to about 57 µM; % is set by controls: 0 for no effect and ±100 for the full control effect; nearly all actives have a fitted effect of over 65% in size
Target sequence (P53350 whole entry, looked up, the tested form may be a part): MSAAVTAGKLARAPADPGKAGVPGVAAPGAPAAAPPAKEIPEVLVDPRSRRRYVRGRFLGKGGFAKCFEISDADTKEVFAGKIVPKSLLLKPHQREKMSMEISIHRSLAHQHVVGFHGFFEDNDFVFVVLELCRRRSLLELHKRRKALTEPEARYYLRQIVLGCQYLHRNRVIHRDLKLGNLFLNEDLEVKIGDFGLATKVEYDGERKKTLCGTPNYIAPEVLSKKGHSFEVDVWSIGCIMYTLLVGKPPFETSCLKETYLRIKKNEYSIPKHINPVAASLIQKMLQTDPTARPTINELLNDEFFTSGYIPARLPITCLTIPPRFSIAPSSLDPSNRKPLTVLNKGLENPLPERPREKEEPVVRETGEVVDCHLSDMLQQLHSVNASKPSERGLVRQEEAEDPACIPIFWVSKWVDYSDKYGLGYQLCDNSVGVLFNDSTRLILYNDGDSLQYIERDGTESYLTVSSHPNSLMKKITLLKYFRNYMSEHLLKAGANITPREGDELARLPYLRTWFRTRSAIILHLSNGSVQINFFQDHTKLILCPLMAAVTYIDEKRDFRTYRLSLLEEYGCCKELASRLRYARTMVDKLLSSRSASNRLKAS
Mm-Cpn inhibitor: blocks the Methanococcus maripaludis chaperonin Mm-Cpn | Potency, µM (doses to about 76.9 µM), without a hit: at the highest dose activity, negative = inhibition, actives largely listed as inhibitors | 0.031% of 330,000 active | purified Mm-Cpn ATPase, ADP Transcreener TR-FRET; note: potency is the fitted concentration of half-maximal effect; % is set by controls: 0 for no effect and ±100 for the full control effect; nearly all actives have a fitted effect of over 80% in size
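Purified archaeal Mm-CPN (25nM final) preincubated 10 min at 37degC with compound, then 10uM ATP for 30 min at 37degC; ADP measured by HTRF Transcreener TR-FRET; buffer 30 mM TRIS pH 7.4, 100mM KCl, 5mM MgCl2, 1mM DTT.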
EPAC1 antag: antagonists of human EPAC1; 0.14% of 360,000 active; EPAC1 GEF assay, Rap1b-BODIPY-GDP exchange fluorescence; AID 720709; Potency, µM (doses to about 115 µM), for inactives: top-dose activity change, negative = inhibition, usual class: inhibitors; O95398;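 note: potency is the fitted concentration of half-maximal effect; plate controls were vehicle for no effect and positive control for full effect; nearly all actives have a fitted effect of over 50% in size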
WRN inhibitor: WRN helicase (human) inhibition. Potency, µM (top dose mostly 114 µM), for the others: top-dose activity change, negative = inhibition, hits mostly inhibitors. AID 651768. Q14191. WRN helicase unwinding, fluorescent forked duplex, kinetic. 0.46% of 360,000 active; note: potency is the fitted concentration of half-maximal effect; % is set by controls: 0 for no effect and ±100 for the full control effect; nearly all actives have a fitted effect of over 55% in size
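Kinetic fluorescence helicase assay: unwinding of a quenched forked DNA duplex (100 nM final) with 2 mM ATP final raises red fluorescence (525/598 nm). Compounds sat 15 min at room temperature with 20 nM WRN beforehand.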
EPAC1 ag: EPAC1 (human) agonism; EPAC1 agonist qHTS, biochemical assay; response scale: 100% = response to 6.5 mM cAMP; Potency, µM (series often up to 154 µM), for inactives: top-dose activation, most hits filed as activators; 0.073% of 360,000 active; AID 720707; note: potency is the fitted concentration of half-maximal effect; nearly all actives have a fitted effect of over 60% in size
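Compounds were pinned as a concentration titration into mixtures of EPAC1 (100 nM), BODIPY-GDP-loaded Rap1B (250 nM) and GDP (50 uM). After 5 min at room temperature, fluorescence was followed for 30 min; activity was scaled to 6.5 mM cAMP.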
Starred values were filed as active, the others as inactive; ? = inconclusive; . = no result given; [ ] = remark or other dose. Unless noted, calls come from the whole dose curve; as a rule, active = well fitted curve in the direction sought with a large enough effect; inconclusive = small, poorly fitted or top-dose-only effect, or another doubt; inactive = no such curve, though single readings can be large; an effect the other way counts as inactive or inconclusive. A portion of the library; the hit share may differ from the screen's.

SMILES | CCT chaperon mod | PI5P4Ka inh | EPAC2 antagonist | PLK1 PBD block | Mm-Cpn inhibitor | EPAC1 antag | WRN inhibitor | EPAC1 ag
Cc1cc(C)cc(NC(=O)c2cc(S(=O)(=O)NCc3ccco3)ccc2F)c1 | -1.8 | . | -2% | -13% | -3% | -8% | -14% | 2%
COc1ccc(C2C(C(=O)NCc3ccco3)c3ccccc3C(=O)N2C)cc1 (stereo not given) | 0.6 | -6 | 0% | -6% | 1% | -2% | 2% | 3%
COc1cccc(NC(C)=[N+](C)CCNS(=O)(=O)c2ccc(Cl)cc2)c1 | -1.0 | -3 | -9% | ? | 1% | -15% | -2% | -3%
CCCCn1c(N)c(N(CCOC)C(=O)c2ccc(-c3ccc(Cl)cc3)o2)c(=O)[nH]c1=O | -1.9 | -1 | -2% | ? | -3% | -3% | 3% | -1%
O=S(=O)(CCSc1nc2ccccc2o1)c1nc2ccccc2s1 | 0.2 | . | 2% | ? | -4% | -9% | -15% | 3%
O=C(CNC(=O)c1ccccc1Cl)NC1CCN(Cc2ccccc2)CC1 | -0.8 | 0 | -2% | -3% | 0% | 12% | -4% | 4%
CCCOC1CCCN(Cc2nc(-c3cnccn3)no2)C1 (stereo not given) | -0.3 | 3 | 2% | -8% | -2% | 14% | 1% | 0%
O=C(NCc1cccnc1)/C(=C/c1ccc(-c2cccc(C(F)(F)F)c2)o1)NC(=O)c1ccccc1 | -0.6 | 24 | -29% | -11% | 0% | ? | -8% | -8%
COc1cc(Nc2nnc(C)s2)c(Cl)cc1Cl | -3.4 | 0 | 3% | -5% | -5% | -3% | -5% | 0%
O=C(N/N=C/c1cccc(O)c1)c1ccccc1O | 0.4 | 1 | 10% | -9% | 0% | -26% | -3% | -8%
NC(=O)c1ccsc1NC(=O)COC(=O)c1cc(=O)[nH]c2ccccc12 | 1.5 | 3 | 13% | -4% | -1% | -23% | ? | 3%
Cc1ccccc1C(=O)N1CCC(C(=O)O)CC1 | -0.7 | . | 9% | -3% | 1% | 6% | 1% | 1%
CSc1nc(=O)n(CCC#N)nc1SC | -1.2 | 4 | -1% | 4% | . | -6% | -12% | 7%
COc1ccc(CCNC(=O)CCC(=O)N2CCOc3ccc(Cl)cc32)cc1OC | -0.6 | -3 | -7% | -10% | -4% | 1% | 4% | -1%
CCCCNc1nc2ccccc2nc1Cl | -2.1 | 1 | -12% | -5% | 0% | -13% | -20%[57.1 µM] | -1%
O=C(Nc1ccc(F)cc1F)c1ccc(-n2cccn2)c([N+](=O)[O-])c1 | 0.0 | 1 | -5% | -3% | -1% | 2% | 2% | -2%
COc1ccccc1CNC(=O)C(C)NS(=O)(=O)c1ccc(C)cc1 (stereo not given) | 0.1 | . | 3% | -6% | -2% | -9% | -3% | 5%
O=C(c1ccc(C(F)(F)F)n(Cc2ccc(Cl)cc2)c1=O)N1CCOCC1 | -1.9 | 6 | -15% | -6% | -1% | -4% | 0% | -4%
CN(C)N=Nc1ccc(S(N)(=O)=O)cc1 | -0.7 | -7 | 18% | 2% | 0% | 8% | 8% | 9%
COc1cc(NS(=O)(=O)c2ccc(NC(=O)COc3ccccc3C)cc2)nc(OC)n1 | 3.1 | . | 19% | ? | 0% | 10% | -21%[57.1 µM] | 2%
COC(=O)CNC(=O)c1cccs1 | -0.7 | 0 | -6% | 3% | . | 3% | -9% | 1%
O=C(c1ccncc1)N1CCCC(N2CCN(c3ccc(F)cc3)CC2)C1 (stereo not given) | 0.1 | -5 | 13% | -4% | 0% | -14% | -12% | 25%
COCc1[nH]nc2c1C1(C(=O)N(C)c3ccccc31)C(C#N)=C(N)O2 (stereo not given) | -5.8 | -2 | 24% | -11% | -5% | 15% | 5% | 5%
C[C@H](CO)N1C[C@H](C)[C@@H](CN(C)S(=O)(=O)c2ccccc2)Oc2ccc(NC(=O)Cc3ccccc3)cc2C1=O | -2.0 | 7 | 12% | -10% | 0% | 4% | -1% | -6%
Clc1ccc(SCc2cc(-c3ccccc3)on2)cc1 | 2.3 | 26 | 5% | -1% | 3% | -5% | -16% | 10%

Quoted at random: 2 entries already listed.
SMILES | CCT chaperon mod | PI5P4Ka inh | EPAC2 antagonist | PLK1 PBD block | Mm-Cpn inhibitor | EPAC1 antag | WRN inhibitor | EPAC1 ag
Clc1ccc(SCc2cc(-c3ccccc3)on2)cc1 | 2.3 | 26 | 5% | -1% | 3% | -5% | -16% | 10%
CCCCn1c(N)c(N(CCOC)C(=O)c2ccc(-c3ccc(Cl)cc3)o2)c(=O)[nH]c1=O | -1.9 | -1 | -2% | ? | -3% | -3% | 3% | -1%

The listing continues.
SMILES | CCT chaperon mod | PI5P4Ka inh | EPAC2 antagonist | PLK1 PBD block | Mm-Cpn inhibitor | EPAC1 antag | WRN inhibitor | EPAC1 ag
COC(=O)[C@H](Cc1c[nH]c2ccccc12)NC(=O)NCc1ccccc1 | 0.6 | 9 | -6% | 0% | -1% | -9% | -15% | 4%
CCCOc1ccc(-c2nnn(CC(=O)Nc3cccc(C(=O)OC)c3)n2)cc1 | -1.5 | 10 | 1% | 2% | 0% | -13% | -2% | -1%
Cc1ccc(-c2nc(C(Cl)Cl)c3ccccc3n2)cc1 | -1.0 | 33 | -4% | -2% | 4% | 1% | -1% | 10%
Cn1nc(C(F)(F)F)c(C#N)c1N1CCN(c2ccccc2F)CC1 | 1.5 | 7 | -17% | -11% | . | -5% | -4% | -12%
COc1ccc(N2C(=O)C3CCCN3C2c2ccc(F)cc2)cc1Cl (stereo not given) | 0.7 | . | -3% | 1% | 1% | -28% | -2% | 0%
CS(=O)(=O)N(CC(=O)Nc1ccc(CC#N)cc1)c1ccc(C23CC4CC(CC(C4)C2)C3)cc1 | -1.1 | . | -2% | 2% | -2% | -2% | -14% | 6%
COc1ccc(/C(O)=C2/C(=O)C(=O)N(CCN(C)C)C2c2ccccc2)cc1Cl (stereo not given) | -0.1 | -4 | -1% | -2% | -4% | 0% | -3% | -2%
O=C(Nc1ccc(Nc2ccncc2)cc1)c1ccc([N+](=O)[O-])cc1 | -2.6 | 1 | 14% | 0% | -1% | -13% | -5% | -3%
COc1ccc(N(CC(=O)N2CCN(c3ccccc3)CC2)S(=O)(=O)c2c(C)noc2C)cc1 | -3.5 | 1 | -3% | -6% | 1% | 3% | -1% | 0%
Cc1ccc(S(=O)(=O)N(Cc2cccc(C)c2)C(=O)N2CCN(C)CC2)cc1 | -3.2 | -6 | -4% | 1% | 0% | 6% | -4% | 9%
CCNC(=O)c1ccc(CSc2ccc(Cl)cc2)cc1 | 1.4 | -1 | -7%[57.1 µM] | 27µM* | -5% | 3% | 1% | -9%
CCc1cc(=O)n2[nH]c(C)c(-c3ccc(OC)cc3)c2n1 | -1.0 | -8 | 12% | -2% | -2% | -21% | 2% | -8%
O=C(NCCC1=CCCCC1)C1CCC(CNc2nc(=S)[nH]c3ccccc23)CC1 (stereo not given) | -19 | -4 | 6% | -12% | -1% | -14% | 3% | -3%
O=C(NC1CCCCCC1)C1CCC(=O)N(Cc2ccccc2F)C1 (stereo not given) | -2.8 | 1 | -9% | -20% | 3% | -21% | -21% | -1%
CC(C)n1c(=O)[nH][nH]c1=S | -0.3 | -103* | ? | 11µM* | 1% | 8% | 56µM* | 11%
O=C(O)c1ccccc1C(=O)Nc1nc(-c2ccc3ccccc3c2)cs1 | -0.4 | -11 | -9% | -20% | 3% | -19% | -7% | -5%
Cn1cc(C2OC(=O)c3ccccc32)c2ccccc21 (stereo not given) | -0.3 | 2 | ? | -14% | . | -13% | 4% | 2%
CC(=O)[C@@]1(O)CCC2C3C=CC4=CC(=O)CC[C@]4(C)C3CC[C@@]21C (stereo not given in full) | 2.0 | -1 | -15% | 3% | 1% | -20% | 0% | 1%
C=CCn1c(O)c(N=NC(=O)OC(C)(C)C)c2ccccc21 | -0.2 | -4 | 7% | -3% | 1% | 9% | 2% | -7%
Cc1cccn2cc(CNC(=O)C3CCCCC3)nc12 | -0.6 | -6 | -4% | -12% | -5% | -11% | -3% | -2%
CCOc1ccc(-n2nnc3c(=O)n(C/C=C/c4ccccc4)cnc32)cc1 | -4.4 | 14 | 0% | -6% | 2% | -17% | 2% | -12%
CCOc1ccc(S(=O)(=O)N2CCC(C(=O)NCc3ccncc3)CC2)cc1 | 0.9 | -3 | 0% | -4% | 2% | -12% | -31% | 10%
CCOC(=O)c1cnn(-c2ccccc2)c1-n1cccc1C(=O)C(=O)Nc1ccccc1C(F)(F)F | 3.4 | -1 | -8% | 3% | 0% | -21% | -8% | -1%
CNC(=O)n1ccc(C(=O)N2CCCCC2)n1 | -2.4 | 2 | 6% | -7% | 1% | -2% | 5%[57.1 µM] | 4%
Cc1ccc(NC(=S)NC(=O)c2cncc(Br)c2)c(C)c1 | -0.5 | -13 | 1% | -4% | . | 12% | 1% | -3%

(more compounds)
SMILES | CCT chaperon mod | PI5P4Ka inh | EPAC2 antagonist | PLK1 PBD block | Mm-Cpn inhibitor | EPAC1 antag | WRN inhibitor | EPAC1 ag
COc1cc(C(=O)NC2CCCc3c2cnn3-c2ccccc2F)cc(OC)c1OC (stereo not given) | -3.9 | 1 | -5% | -8% | 1% | -18% | 5% | -7%
O=C(O)c1ccc(S(=O)(=O)N2CCCCCCC2)cc1 | 0.5 | 7 | 4% | -4% | . | 10% | 8% | 12%
CCO[C@H]1OC(C(=O)N2CCCCCCC2)=C[C@@H](c2csc3ccccc23)[C@@H]1CCCO | -2.7 | 2 | -5% | -2% | . | -21% | -5% | -1%
Cc1ccc(SCC(=O)NC(C)(C)C)cc1 | -2.2 | . | -5% | -2% | . | -1% | 3% | 9%
COC(=O)Cn1cnc2scc(-c3ccc(C)c(C)c3)c2c1=O | -1.4 | 7 | -9% | -13% | 3% | -21% | 10% | -7%
O=C(NC1CCS(=O)(=O)C1)C12CC3CC(CC(C3)C1)C2 (stereo not given) | 2.2 | . | 13% | 0% | 2% | 12% | -17% | -5%
Cc1cccc(C)c1NC(=O)C(Cl)C(=O)c1ccccc1 (stereo not given) | -0.7 | -25 | -4% | ? | 1% | -24% | -21% | -12%
CCO[C@H]1OC(C(N)=O)=C[C@@H](c2ccc(Br)cc2)[C@@H]1CCCO | -1.5 | -4 | -18% | 6% | . | 7% | 2% | -6%
Nc1nnc(CCC2CCCCC2)s1 | -1.3 | 6 | 12% | -15% | -2% | -17% | -13% | 2%
CC(C)COc1ccc(C(=O)NC(Cc2c[nH]c3ccccc23)C(=O)NN)cc1 (stereo not given) | -0.5 | 2 | -1% | 1% | -3% | -6% | 3% | -1%
COc1ccc(N(CC(O)CN2C(=O)NC(C)(C)C2=O)S(=O)(=O)c2ccc(C)cc2)cc1 (stereo not given) | -1.8 | 0 | -6%[57.1 µM] | -2% | 0% | 12% | 0% | 2%

Bioassay records from PubChem.
